Screens deposited in PubChem BioAssay by National Center for Advancing Translational Sciences (NCATS).
Abeta yeast res = qHTS for compounds that reverse cellular toxicity of Amyloid beta (A-beta) peptide in yeast: Primary Screen. yeast expressing A-beta42, growth rescue, OD600, 48 h; response scale: 0% DMSO, 100% iron-clioquinol control. Potency, µM (doses to about 46.1 µM), for the others: at the highest dose growth rescue, actives largely listed as activators. 0.063% of 410,000 active. AID 1347071, 2019; further: potency means the concentration at half of the fitted maximal effect; nearly all actives have a fitted effect of over 55% in size
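Yeast A-beta toxicity model in growth medium with pinned compounds, 48 h at 30 C; growth read as absorbance at 600 nm. Normalized to FeCl3/clioquinol equimolar mix (positive) and DMSO (negative).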
GLP-1R inv ag = qHTS of GLP-1 Receptor Inverse Agonists (Inhibition Mode); HEK293 GLP-1R CRE-luciferase, luminescence, 24 h; GLP-1R form is constitutively active; Glucagon-like peptide 1 receptor (Homo sapiens), P43220; 1.6% of 410,000 active; Potency, µM (top dose mostly 38.3 µM), inactives show at the top dose activity change, negative = inhibition, actives largely listed as inhibitors; further: potency means the concentration at half of the fitted maximal effect; on the % scale 0 is the no-effect control and ±100 the full control effect; nearly all actives have a fitted effect of over 55% in size
Target sequence (P43220 whole entry, looked up): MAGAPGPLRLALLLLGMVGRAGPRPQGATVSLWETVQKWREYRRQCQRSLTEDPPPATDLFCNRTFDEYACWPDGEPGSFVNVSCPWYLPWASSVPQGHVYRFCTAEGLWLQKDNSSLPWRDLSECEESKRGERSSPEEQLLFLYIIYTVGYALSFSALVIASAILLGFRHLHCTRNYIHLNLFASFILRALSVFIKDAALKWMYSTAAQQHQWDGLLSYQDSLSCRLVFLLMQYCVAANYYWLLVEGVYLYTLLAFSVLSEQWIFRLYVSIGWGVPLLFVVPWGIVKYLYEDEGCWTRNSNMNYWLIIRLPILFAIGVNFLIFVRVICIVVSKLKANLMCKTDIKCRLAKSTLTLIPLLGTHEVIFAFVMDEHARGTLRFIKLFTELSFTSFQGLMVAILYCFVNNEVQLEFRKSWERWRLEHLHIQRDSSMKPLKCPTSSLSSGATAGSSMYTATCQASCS
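Cells are plated, allowed 12 hours at 37 deg C, then treated with compounds for 24 hr before luciferase detection reagent is added and luminescence is read after 12 min at room temperature. The HEK293 line carries constitutively active GLP-1R with a cAMP-responsive reporter.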
Mm-Cpn inhibitor = Inhibitors of TCP-1 ring complex (TRiC) of Methanococcus maripaludis (MmCpn): qHTS; Chaperonin Mm-Cpn (Methanococcus maripaludis); purified Mm-Cpn ATPase, ADP Transcreener TR-FRET; Potency, µM (titrated, usually from 76.9 µM), for inactives: top-dose activity, negative = inhibition, hits mostly inhibitors; 0.031% of 330,000 active; further: potency means the concentration at half of the fitted maximal effect; on the % scale 0 is the no-effect control and ±100 the full control effect; nearly all actives have a fitted effect of over 80% in size
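TR-FRET (320 nm excitation; 590 and 665 nm emission) reports ADP made from 10 uM ATP by 25 nM enzyme; compounds were preincubated 10 min, reaction run 30 min, both at 37°C.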
pAkt inh = HTS Assay for Inhibitors of Akt Phophorylation: Primary Screen; 0.32% of 360,000 active; activity change, % for hits at 50 µM; AID 651550, 2012; Neuro2A IGF-stimulated pAkt S473 HTRF, 20 min; active compounds read low; in the data active means activity change below about -80%; inconclusive means mostly about -51% to -80%; further: on the % scale 0 is the no-effect control and ±100 the full control effect
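Neuro2A cells in DMEM with 0.5% FBS, overnight at 37 deg C, given compound at single 50 µM final, then IGF (6 nM final) for 20 min at 37 deg C. Lysed; phospho-Akt Ser473 by HTRF after 24 h, 665/615 ratio.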
FUS yeast rescue = qHTS for Suppressors of FUS Proteinopathy: Primary screen using FUS-linked yeast assay. Potency, µM (series often up to 76.6 µM), inactives show at the highest dose growth rescue (activation), hits mostly activators. S. cerevisiae FUS-expressing, growth rescue, OD600, 24 h. 0.24% of 390,000 active. AID 1347120, 2019;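 further: potency means the concentration at half of the fitted maximal effect; plate controls were DMSO vehicle for no effect and reference control for full effect; nearly all actives have a fitted effect of over 55% in size; some results filed as inactive show a strong effect at the top dose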
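S. cerevisiae expressing FUS from galactose induction served as the toxicity model. Growth after 24hr at 30C, read as absorbance at 600 nm, indicates suppression of toxicity; compounds dosed at several concentrations.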
PTHR1 agonist = qHTS for PTHR1 Agonists: Primary Screen; Parathyroid hormone/parathyroid hormone-related peptide receptor (Homo sapiens), Q03431; HEK293 GP2 PTHR1 cells, GloSensor cAMP luminescence, 1 h; Potency, µM (highest dose often 115 µM), without a hit: at the highest dose activation, hits mostly activators; 0.075% of 410,000 active; further: potency means the concentration at half of the fitted maximal effect; nearly all actives have a fitted effect of over 55% in size; some results filed as inactive show a strong effect at the top dose; inactives centre near -15; many of its hits are not listed in these tables
Target sequence (Q03431 whole entry, looked up): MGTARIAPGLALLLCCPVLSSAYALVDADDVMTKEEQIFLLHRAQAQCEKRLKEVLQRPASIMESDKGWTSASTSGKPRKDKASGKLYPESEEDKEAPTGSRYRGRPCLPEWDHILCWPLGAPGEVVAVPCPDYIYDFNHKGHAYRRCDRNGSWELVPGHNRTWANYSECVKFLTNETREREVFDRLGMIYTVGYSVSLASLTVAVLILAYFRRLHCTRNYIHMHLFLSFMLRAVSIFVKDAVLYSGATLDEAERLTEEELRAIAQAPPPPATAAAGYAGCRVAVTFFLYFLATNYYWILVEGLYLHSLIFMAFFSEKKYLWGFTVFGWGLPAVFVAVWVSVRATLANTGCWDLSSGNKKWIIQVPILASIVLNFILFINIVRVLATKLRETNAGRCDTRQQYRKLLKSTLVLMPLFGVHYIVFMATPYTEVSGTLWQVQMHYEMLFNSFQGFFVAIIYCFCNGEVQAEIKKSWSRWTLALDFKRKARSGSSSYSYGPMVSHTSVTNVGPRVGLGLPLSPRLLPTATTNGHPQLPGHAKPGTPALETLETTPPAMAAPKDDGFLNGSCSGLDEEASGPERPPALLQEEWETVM
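HEK-293-derived GP2 cells expressing PTHR1 and a GloSensor cAMP reporter, 3,000/well, plated overnight, given luciferin plus IBMX (each 0.5 mM as added) for 1 h at 37 °C, then compound for 1 h at 37 °C. Luminescence was read after 15 min at room temperature.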
aSyn yeast inh = qHTS of alpha-syn Inhibitors | Yeast expressing alpha-synuclein, growth rescue, BacTiter-Glo, 24 h | Potency, µM (highest dose often 46.1 µM), without a hit: top-dose growth rescue (activation), hits mostly activators | 0.14% of 370,000 active; further: potency means the concentration at half of the fitted maximal effect; % of control where 0% means no effect; nearly all actives have a fitted effect of over 65% in size
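Screening used galactose-induced yeast with toxic alpha-synuclein levels, exposed to compound for 24 hr at 30 deg C. Cell growth, read with BacTiter-Glo luminescence, gave the measured signal.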
GLP1R cytotox = qHTS of GLP-1 Receptor Inverse Agonists: Cytotox Screen. HEK293 cAMP-luciferase reporter cells, luminescence, 24 h. 0.13% of 410,000 active. Potency, µM (titrated, usually from 38.3 µM), for inactives: at the top dose activity change, negative = inhibition, most hits filed as inhibitors;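 further: loss of luciferase light is scored as toxicity; potency means the concentration at half of the fitted maximal effect; on the % scale 0 is the no-effect control and ±100 the full control effect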
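Seeding density was 200 cells/uL; after overnight-length (12 h) culture, 23 nL compounds went on for 24 h at 37 °C. Readout used a luciferase detection reagent, luminescence taken after 12 min at room temperature.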
TDP-43 yeast inh = qHTS of TDP-43 Inhibitors. TDP-43 expressing yeast growth rescue, BacTiter-Glo, 24 h. Potency, µM (series often up to 46.1 µM), for inactives: at the top dose growth rescue (activation), hits mostly activators. 1.8% of 410,000 active; further: potency means the concentration at half of the fitted maximal effect; % of control where 0% means no effect; nearly all actives have a fitted effect of over 50% in size
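In this qHTS, compounds that restore growth of yeast expressing TDP-43 appear as activators. Cells (OD600=0.02, galactose medium, raffinose-pregrown) are incubated with compound 24 hr at 30 deg C and growth is quantified by BacTiter-Glo.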
The depositor's hits bear a star; i = inactive; ? = inconclusive; . = no result given; & = joins results of further samples; [ ] = dose if it differs, or a comment. Unless noted, the call rests on the fitted dose curve; in most records, active means well fitted curve in the direction sought with a large enough effect; inconclusive means small, poorly fitted or top-dose-only effect, or another doubt; inactive means no such curve, though single readings can be large; an effect the other way counts as inactive or inconclusive. A portion of the library; count on the stated rates, not on these rows.

Molecule	Mm-Cpn inhibitor	pAkt inh	FUS yeast rescue	GLP-1R inv ag	Abeta yeast res	TDP-43 yeast inh	PTHR1 agonist	aSyn yeast inh	GLP1R cytotox
COc1ccc2c(c1)CCc1c(C(=O)Nc3cc(OC)c(Cl)cc3OC)noc1-2	.	.	13%	9%	9%	17%	-6%	.	8%
CCN1C(=O)c2cccc3c(NC(=O)c4ccc(OC)c(OC)c4)ccc1c23	-8%	i	6%	76%[activator]	15%	?	-21%	4%	-34%
CCOc1ccccc1NC(=O)CSc1nnc(NC(=O)c2ccco2)s1	1%	i	-6%	22%	15%	1%	-14%	-6%	-4%
CCCCNC(=O)C(CC)Sc1nnc(-c2cccc(F)c2)c(-c2cccc(F)c2)n1 (configuration not stated)	.	.	9%	-7%	3%	23%	i	.	-1%
Cc1ccc(C(NC(=O)N2CCN(C)CC2)C(Cl)Cl)cc1F (configuration not stated)	0%	i	-2%	2%	-8%	-10%	0%	-4%	25%
Cc1cccc(NC(=O)c2ccc3c(c2)C(=O)N(c2ccccc2C)C3=O)n1	?	i	18%	2%	10%	24%	-39%[inhibitor]	4%	-1%
O=C(CNC1CCCCCC1)Nc1ccc(S(=O)(=O)NC2CC2)cc1	-3%	i	9%	0%	9%	-14%	i	0%	-8%
C/C(=N\Nc1cc(-c2ccccc2)nc(-c2ccccc2)n1)c1ccc(O)c(C)c1	0%	i	33%	?	6%	16µM*	i	4%	?
Cc1ccccc1NC(=O)c1onc2c1CCCC2	2%	i	-21%	?	-3%	-21%	i	-12%	0%
Cc1nnc(SCCn2c(N3CCC(C)CC3)nc3c2c(=O)[nH]c(=O)n3C)s1	.	i	19%	6%	11%	-22%	i	0%	0%
O=c1[nH]c(SCc2ccc(F)cc2Cl)nc2ccccc12	-2%	i	5%	1%	13%	0%	-25%	-1%	-10%
CC(C)[C@H](NC(=O)c1ccco1)C(=O)OCC(=O)N1CCc2ccccc21	0%	i	17%	21%	-9%	2%	i	15%	17%
Cn1c(=O)[nH]c(=O)c2c1nc(N1CCOCC1)n2CCN1CCOCC1	1%	i	13%	4%	0%	3%	-16%[57.5 µM]	-2%	-5%
CC(C)(C)c1ccc(Cn2ccc(-c3ccc4c(c3)OCO4)n2)cc1	1%	i	25%	-28%	-13%	11%	-27%	-7%	-8%
Cc1ccc2c(c1)N(CC(=O)NCCc1ccc(Cl)cc1)C(=O)c1cccnc1O2	0%	i	-6%&9%	?	1%&-17%	25%&-7%	?	-3%	-12%&-20%
N/C(=N\OC(=O)c1ccc2c(c1)OCO2)c1cccc([N+](=O)[O-])c1	-2%	i	37%	12%	0%	0%	-30%	-8%	-5%
N#CNC(=Nc1ccc(F)cc1)SCc1ccccc1	2%	i	-22%	26%	-16%	-8%	i	-4%	13%
CC(C(=O)NC(=O)NC1CCCCC1)N1CCN(C(c2ccccc2)c2ccccc2)CC1 (configuration not stated)	0%	i	.	?	?	-15%	-23%	-6%	-6%
Cn1nc(C(=O)OCC(=O)Nc2sccc2C(N)=O)c2ccccc2c1=O	-10%	i	5%	5%	-7%	3%	-22%	-2%	6%
Cc1cc(C)cc(NC(=O)Oc2ccccc2N2CCCCC2)c1	-2%	i	1%	3%	-7%	8%	i	0%	4%
CCOC(=O)C1CCN(C(=O)CC(NS(=O)(=O)c2ccc(OC)cc2)C(C)C)CC1 (configuration not stated)	1%	i	-20%	0%	13%	-3%	i	13%	-19%
Cc1cc(C)c[n+](C(C)C(=O)c2ccc(Cl)cc2)c1 (configuration not stated)	0%	i	-13%	6%	0%	-4%	i	-8%	15%
COc1ccc(C(=O)CSc2nc(C(C)(C)C)nc3ccccc23)cc1	-5%	i	7%	?	9%	23%	-77%[inhibitor]	10%	1%
Cc1ccc(S(=O)(=O)N2CCCN(C(=O)c3ccc(-n4nccc4C)cc3)CC2)cc1	-6%	i	44%	?	12%	-11%	-21%	-9%	2%

One compound at a time, as listed above:
Cn1nc(C(=O)OCC(=O)Nc2sccc2C(N)=O)c2ccccc2c1=O as listed: Mm-Cpn inhibitor = -10%; pAkt inh = i; FUS yeast rescue = 5%; GLP-1R inv ag = 5%; Abeta yeast res = -7%; TDP-43 yeast inh = 3%; PTHR1 agonist = -22%; aSyn yeast inh = -2%; GLP1R cytotox = 6%
C/C(=N\Nc1cc(-c2ccccc2)nc(-c2ccccc2)n1)c1ccc(O)c(C)c1 as listed: Mm-Cpn inhibitor = 0%; pAkt inh = i; FUS yeast rescue = 33%; GLP-1R inv ag = ?; Abeta yeast res = 6%; TDP-43 yeast inh = 16µM*; PTHR1 agonist = i; aSyn yeast inh = 4%; GLP1R cytotox = ?

Records listed above marked active in TDP-43 yeast inh:
structure | Mm-Cpn inhibitor | pAkt inh | GLP-1R inv ag | TDP-43 yeast inh | PTHR1 agonist
C/C(=N\Nc1cc(-c2ccccc2)nc(-c2ccccc2)n1)c1ccc(O)c(C)c1 | 0% | i | ? | 16µM* | i

New compounds follow
Molecule	Mm-Cpn inhibitor	pAkt inh	FUS yeast rescue	GLP-1R inv ag	Abeta yeast res	TDP-43 yeast inh	PTHR1 agonist	aSyn yeast inh	GLP1R cytotox
CCOC(=O)CSc1nc(=O)n2cccc(C)c2n1	0%	i	-7%	21%	-11%	-5%	30%	-1%	-6%
COc1cc(C2C3C(=O)N(c4ccccc4)C(=O)C3ON2c2ccccc2)ccc1O (configuration not stated)	2%	i	19%	23%	9%	-5%	-12%	-1%	1%
COc1cc(NC(=O)c2cc([N+](=O)[O-])ccc2NC(=O)CNC2CCCCC2C)cc(OC)c1 (configuration not stated)	-2%	i	19%	?	-12%	-21%	-68%[inhibitor]	2%	13%
O=c1c(Sc2ccccc2)c(C(F)(F)F)[nH]n1-c1ccccc1	0%	.	-2%	-14%	-69%[inhibitor]	14µM*	-44%[inhibitor]	.	-21%
CC(Sc1ncccn1)C(=O)N1CCc2ccccc21 (configuration not stated)	-2%	i	50%	6%	-1%	3%	i	-1%	-3%
CCOC(=O)C(/C(C)=N/NC(=O)C1CC1c1ccccc1)C(C)C (configuration not stated)	0%	i	.	?	0%	2%	-22%	-12%	11%
O=C(CC(=O)N/N=C/c1ccc(F)cc1)N/N=C/c1ccc(F)cc1	1%	i	14%	-11%	-3%	-7%	i	-13%	2%
COc1ccc(-c2nn(CCC#N)cc2C=C(C#N)C#N)cc1	-21%	i	-10%	43%[activator]	-10%	6%	-14%	6%	0%
Cc1cc(-c2nnc(SCC(=O)Nc3ccc(C)c(C)c3)n2N)n[nH]1	1%	i	13%	3%	7%	-8%	i	1%	-9%
Cc1ccc(Cn2nnc(C(=O)Nc3cccc(C)c3C)c2N)cc1	0%	-109%*	18%	4%	-5%	?	-65%[inhibitor][57.5 µM]	12%	3%
O=C(CC(c1cccs1)N1Cc2ccccc2C1=O)Nc1ccccc1F (configuration not stated)	.	.	-8%	-22%	-21%	-6%	i	-2%	-14%
COc1ccc(CCNC(=O)C(=O)NCc2ccccc2C)cc1OC	0%	i	24%	12%	5%	4%	i	4%	7%

An excerpt from above in order of the Mm-Cpn inhibitor value, rising:
mol	Mm-Cpn inhibitor	pAkt inh	GLP-1R inv ag	TDP-43 yeast inh	PTHR1 agonist
CCN1C(=O)c2cccc3c(NC(=O)c4ccc(OC)c(OC)c4)ccc1c23	-8%	i	76%[activator]	?	-21%
O=c1[nH]c(SCc2ccc(F)cc2Cl)nc2ccccc12	-2%	i	1%	0%	-25%
CCOC(=O)CSc1nc(=O)n2cccc(C)c2n1	0%	i	21%	-5%	30%
CC(C)(C)c1ccc(Cn2ccc(-c3ccc4c(c3)OCO4)n2)cc1	1%	i	-28%	11%	-27%
COc1cc(C2C3C(=O)N(c4ccccc4)C(=O)C3ON2c2ccccc2)ccc1O (configuration not stated)	2%	i	23%	-5%	-12%

Next structures.
Molecule	Mm-Cpn inhibitor	pAkt inh	FUS yeast rescue	GLP-1R inv ag	Abeta yeast res	TDP-43 yeast inh	PTHR1 agonist	aSyn yeast inh	GLP1R cytotox
CC(=O)N(CN1C(=O)C2CC=CCC2C1=O)c1cccc(Cl)c1 (configuration not stated)	0%	i	-14%	-6%	11%	-7%	i	-2%	82%[activator]
c1ccc(-c2csc(-c3cccnc3)n2)cc1	-2%	i	4%	13%	-28%	?	i	21%	4%
O=[N+]([O-])c1ccc(N/N=C/c2cn(-c3ccccc3)nc2-c2ccccc2)cc1	0%	i	40%	?	-1%	-6%	0%[57.5 µM]	-20%	6%
Cn1nc(Oc2ncc(C(F)(F)F)cc2Cl)cc1C(F)(F)F	3%	i	-23%	17%	-8%	6%	-2%	4%	0%
CN1CCCCc2c1nc1c(c2N)CCCC1	1%	i	-7%	7%	-16%	-5%	i	-1%	8%
